BioA inh = M. tuberculosis BioA enzyme inhibitors, primary screen, biochemical, plate reader, single point, HTS; AID 602481, 2012; inhibition, % at 9.99 µM; 0.096% of 360,000 active; purified M. tuberculosis BioA enzyme; in the data active = inhibition above about 40%
Rv3671c protease = Rv3671c serine protease inhibitors, primary screen, biochemical, fluorescence polarization, M. tuberculosis H37Rv; P9WHR9; inhibition, % at 5.96 µM; 0.048% of 320,000 active; in the data active = inhibition above about 38%;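 note: extracellular domain of Rv3671c used as enzyme; 0% = enzyme with DMSO and 100% = no enzyme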
MazEF act = activators of E. coli MazEF toxin-antitoxin RNase, primary screen, biochemical, fluorescence, uHTS; 0.32% of 350,000 active; activation, % at 20 µM; FAM/BHQ RNA-DNA oligo cleavage fluorescence, 5 h; in the data active = activation above about 50%
Target sequence (P0AE70 whole entry, looked up): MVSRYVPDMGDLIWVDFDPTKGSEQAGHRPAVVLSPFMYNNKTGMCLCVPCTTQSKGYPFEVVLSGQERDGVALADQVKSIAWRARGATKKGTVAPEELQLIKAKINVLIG
SSB-PriA inh = inhibitors of Klebsiella pneumoniae PriA binding to SSB C-terminal tail, primary screen, biochemical, AlphaScreen; PriA–SSB C-terminal tail interaction (Klebsiella pneumoniae); AlphaScreen SSBct-PriA binding, biotinylated peptide; inhibition, % at 33 µM; 0.6% of 430,000 active; AID 1272365, 2023; in the data active = inhibition mostly above about 37%, no sharp cut-off; inactive = mostly below about 20%;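 note: plate controls were negative control peptide for no effect and reference peptide for full effect; strong numbers were not always called active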
VHR inh abs = VHR1 phosphatase inhibitors, primary screen, biochemical, absorbance, uHTS. Dual specificity protein phosphatase 3 (Homo sapiens), P51452. recombinant VHR phosphatase, pNPP absorbance. inhibition, % at 13.3 µM. 0.52% of 290,000 active; in the data active = inhibition above about 50%; note: some compounds called inactive have numbers as strong as hits
Target sequence (P51452 whole entry, looked up): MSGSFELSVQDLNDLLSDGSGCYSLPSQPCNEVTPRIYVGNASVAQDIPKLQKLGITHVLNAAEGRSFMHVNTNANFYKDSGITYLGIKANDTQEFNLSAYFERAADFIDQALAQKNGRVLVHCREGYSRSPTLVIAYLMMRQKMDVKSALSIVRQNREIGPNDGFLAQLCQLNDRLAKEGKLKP
Mtb UGM inh = M. tuberculosis UGM enzyme inhibitors, primary screen, biochemical, fluorescence polarization, single point; UDP-galactopyranose mutase (Mycobacterium tuberculosis (strain ATCC 25618 / H37Rv)), …; purified UGM, fluorescence polarization probe displacement; 0.06% of 320,000 active; inhibition, % at 10 µM; in the data active = inhibition above about 10%, passing the limit was not always enough
Target sequence (P9WIQ1 whole entry, looked up): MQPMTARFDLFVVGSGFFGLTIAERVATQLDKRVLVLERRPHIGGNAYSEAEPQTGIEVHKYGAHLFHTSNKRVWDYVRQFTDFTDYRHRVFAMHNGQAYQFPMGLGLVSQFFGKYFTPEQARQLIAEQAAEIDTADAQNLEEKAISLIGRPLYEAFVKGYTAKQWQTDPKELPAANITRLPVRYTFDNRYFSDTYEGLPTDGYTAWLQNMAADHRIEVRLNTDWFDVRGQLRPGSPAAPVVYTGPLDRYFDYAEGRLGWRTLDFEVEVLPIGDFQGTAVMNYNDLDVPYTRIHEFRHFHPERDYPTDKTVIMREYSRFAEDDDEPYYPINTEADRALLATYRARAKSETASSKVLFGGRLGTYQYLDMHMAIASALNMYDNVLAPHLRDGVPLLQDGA
Vc quorum ag = inducers of Vibrio cholerae quorum light production without autoinducers, primary screen, BH1578 luxS cqsA deficient, single point | V. cholerae BH1578 lux reporter, luminescence, 6 h | activation, % at 18.7 µM | 0.16% of 350,000 active | AID 588436, 2011; in the data active = activation mostly above about 9.7%, no sharp cut-off; note: not every result past the cut was called active; inactives centre near 0; reference of the scale not given here
Mtb FBA inh = Mtb FBA enzyme inhibitors, primary screen, biochemical, fluorescence, strain H37Rv. Fructose-bisphosphate aldolase (Mycobacterium tuberculosis (strain ATCC 25618 / H37Rv)), …. purified M. tuberculosis FBA, fluorescence read-out. inhibition, % at 1 µM. 2.3% of 360,000 active. AID 588726, 2011; in the data active = inhibition above about 27%;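 note: 0% = vehicle and 100% = reference inhibitor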
Target sequence (P9WQA3 whole entry, looked up): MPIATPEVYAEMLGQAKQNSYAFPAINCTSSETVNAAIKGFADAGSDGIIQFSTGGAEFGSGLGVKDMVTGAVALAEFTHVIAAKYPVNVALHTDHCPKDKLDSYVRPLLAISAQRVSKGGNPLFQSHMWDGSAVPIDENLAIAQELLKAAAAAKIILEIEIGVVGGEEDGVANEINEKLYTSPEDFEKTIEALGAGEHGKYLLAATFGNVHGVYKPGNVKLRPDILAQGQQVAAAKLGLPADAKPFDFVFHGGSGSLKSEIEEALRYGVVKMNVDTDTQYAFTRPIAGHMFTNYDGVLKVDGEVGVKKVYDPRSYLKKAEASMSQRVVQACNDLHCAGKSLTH
GDH-TPI inh = GDH-TPI coupling enzyme inhibitors, primary screen, artefact control for M. tuberculosis FBA inhibitor project, biochemical, absorbance, full deck | GDH-TPI coupled enzyme counterscreen, NADH absorbance | inhibition, % at 4.8 µM | 1.2% of 360,000 active | AID 588335, 2011; in the data active = inhibition above about 30%;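 note: 0% = DMSO wells and 100% = wells lacking the enzyme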
3CLpro inhibitor = SARS-CoV 3CLpro protease inhibitors, primary screen, biochemical, quenched FRET; Replicase polyprotein 1ab (Severe acute respiratory syndrome coronavirus), P0C6X7; recombinant SARS-CoV 3CLpro, quenched FRET peptide cleavage; inhibition, % at 6 µM; 0.14% of 290,000 active; in the data active = inhibition above about 12%
* hit, by the source's call; & = joins results of further samples. This is a subset. The share of hits here may be higher or lower than overall.

Start of the data: the first three records, ahead of the listing:
Screening COc1ccc(-n2c(C)cc(C(=O)CN3C(=O)C(=O)N(Cc4ccccc4)C3=O)c2C)cc1 returned BioA inh -1.7, Rv3671c protease 2, MazEF act -13, SSB-PriA inh 16, VHR inh abs 14, Mtb UGM inh -4.2, Vc quorum ag -0.2, Mtb FBA inh 0, GDH-TPI inh -6 and 3CLpro inhibitor 5.
Screening CCn1c(SCC(=O)NCc2ccc3c(c2)OCO3)nnc1-c1ccco1 returned BioA inh 3.5, Rv3671c protease 8, MazEF act 4, SSB-PriA inh -14, VHR inh abs -26, Mtb UGM inh 0.4, Vc quorum ag inactive, Mtb FBA inh 4, GDH-TPI inh 4 and 3CLpro inhibitor -4.
For N=c1n(CCN2CCCC2)c2ccccc2n1CC(O)c1ccco1 (centres undefined) the results were BioA inh -2.7, Rv3671c protease -2, MazEF act 7, SSB-PriA inh 8, VHR inh abs 4, Mtb UGM inh 41*, Vc quorum ag inactive, Mtb FBA inh 2, GDH-TPI inh 6 and 3CLpro inhibitor 2.

All compounds of this part (from the top)
Screening COc1ccc(-n2c(C)cc(C(=O)CN3C(=O)C(=O)N(Cc4ccccc4)C3=O)c2C)cc1 returned BioA inh -1.7, Rv3671c protease 2, MazEF act -13, SSB-PriA inh 16, VHR inh abs 14, Mtb UGM inh -4.2, Vc quorum ag -0.2, Mtb FBA inh 0, GDH-TPI inh -6 and 3CLpro inhibitor 5.
Screening CCn1c(SCC(=O)NCc2ccc3c(c2)OCO3)nnc1-c1ccco1 returned BioA inh 3.5, Rv3671c protease 8, MazEF act 4, SSB-PriA inh -14, VHR inh abs -26, Mtb UGM inh 0.4, Vc quorum ag inactive, Mtb FBA inh 4, GDH-TPI inh 4 and 3CLpro inhibitor -4.
For N=c1n(CCN2CCCC2)c2ccccc2n1CC(O)c1ccco1 (centres undefined) the results were BioA inh -2.7, Rv3671c protease -2, MazEF act 7, SSB-PriA inh 8, VHR inh abs 4, Mtb UGM inh 41*, Vc quorum ag inactive, Mtb FBA inh 2, GDH-TPI inh 6 and 3CLpro inhibitor 2.
Screening CN(Cc1ccccc1)C(=O)COC(=O)c1ccc[nH]c1=O returned BioA inh 2.3, Rv3671c protease 0, MazEF act -11, SSB-PriA inh 2, Mtb UGM inh -1.3, Vc quorum ag 3.4, Mtb FBA inh 2 and GDH-TPI inh 12.
`COC(=O)C1=C(C)N(c2ccc(C)cc2)/C(=C/c2cccs2)C1=O` gave BioA inh 1.4, Rv3671c protease -2, MazEF act 19, SSB-PriA inh -13, VHR inh abs -5, Mtb UGM inh 1.0, Vc quorum ag inactive, Mtb FBA inh -8, GDH-TPI inh 21 and 3CLpro inhibitor 9.
Screening CCc1nc2ccc(C(=O)NCCCn3ccnc3)cn2c1N(C)Cc1ccc(OC)cc1 returned BioA inh 2.7, Vc quorum ag -0.6, Mtb FBA inh -2 and GDH-TPI inh 9.
`Cc1onc(-c2ccccc2)c1C(=O)OCC(=O)N1CCCCC1` gave BioA inh 0.4, MazEF act -1, Vc quorum ag -0.8, Mtb FBA inh -1 and GDH-TPI inh 13.
`C=CCOC(=O)C1=C[C@H](c2coc3ccccc3c2=O)[C@@H](CCCO)[C@H](OCC)O1` gave BioA inh 0.4, Rv3671c protease -6, MazEF act 2, SSB-PriA inh -11, VHR inh abs 21, Mtb UGM inh 0.0, Vc quorum ag -2.1, Mtb FBA inh 3, GDH-TPI inh -5 and 3CLpro inhibitor 0.
CC(=O)Nc1ccc(S(=O)(=O)NCCC(=O)Nc2ccc(C)cn2)cc1 was read as BioA inh -0.3, Rv3671c protease -10, MazEF act -1, SSB-PriA inh -11, VHR inh abs 6, Mtb UGM inh 1.3, Vc quorum ag 1.7, Mtb FBA inh 0, GDH-TPI inh 0 and 3CLpro inhibitor 4.
O=C(CCN1C(=O)[C@@H]2Cc3ccccc3CN2C1=O)NCc1ccccc1Cl was read as Rv3671c protease 1, MazEF act 7, SSB-PriA inh 3, VHR inh abs -5, Mtb UGM inh -4.6, Vc quorum ag -0.9, Mtb FBA inh 0, GDH-TPI inh -2 and 3CLpro inhibitor -1.
Screening Cc1cc(C)nc(/N=C(\N)Nc2ccc([N+](=O)[O-])cc2)n1 returned Rv3671c protease -1, MazEF act 2, VHR inh abs -16, Mtb UGM inh 1.1, Vc quorum ag inactive, Mtb FBA inh 0, GDH-TPI inh 18 and 3CLpro inhibitor 3.
For CN(C)CCNC(=O)C1Cc2c(-c3ccccc3Oc3ccccc3)ccnc2O1 (centres undefined) the results were BioA inh 0.6, Vc quorum ag -0.3, Mtb FBA inh 2 and GDH-TPI inh -3.
For CCNC(=O)Nc1nc2ccccc2s1 the results were Rv3671c protease 1, MazEF act 4, SSB-PriA inh -6, VHR inh abs 16, Mtb UGM inh -2.7, Vc quorum ag -0.5, Mtb FBA inh -2, GDH-TPI inh -8 and 3CLpro inhibitor -2.
Cc1ccc(C(=O)Nc2nc(-c3ccc4c(c3)OCCO4)cs2)o1 was read as BioA inh -1.3, MazEF act -9, Vc quorum ag -0.6, Mtb FBA inh 1 and GDH-TPI inh 24.
For CC(=O)c1cc(-c2ccccc2)n(CCC(=O)NC(C)(C)C)c1C the results were BioA inh 2.4, Rv3671c protease 9, MazEF act -9, SSB-PriA inh -10, VHR inh abs 13, Mtb UGM inh -1.8, Vc quorum ag -0.5, Mtb FBA inh 4, GDH-TPI inh 6 and 3CLpro inhibitor 2.
Screening COc1cccc(N2CCN(C(=O)c3ccc(=O)oc3)CC2C)c1 (centres undefined) returned BioA inh 1.1, Rv3671c protease 8, MazEF act -6, SSB-PriA inh 3, VHR inh abs 11, Mtb UGM inh 0.7, Vc quorum ag inactive, Mtb FBA inh 8, GDH-TPI inh 29 and 3CLpro inhibitor 0.
O=C(Nc1ccc(N2CCOCC2)cc1)Nc1ccc(Cl)c(Cl)c1 was read as Rv3671c protease 20, MazEF act -3, SSB-PriA inh 23, VHR inh abs 12, Mtb UGM inh 0.4, Vc quorum ag -0.9, Mtb FBA inh 1, GDH-TPI inh 6 and 3CLpro inhibitor -3.
For Cc1cccn2c(=O)nc(SCC(=O)NCc3ccccc3)nc12 the results were Rv3671c protease 0, MazEF act -9, SSB-PriA inh -5, Mtb UGM inh 1.1, Vc quorum ag -1.4, Mtb FBA inh -2 and GDH-TPI inh 14.
For O=C(NCc1ccc(Cl)cc1)C1CCC(=O)N(C2CCCCCC2)C1 (centres undefined) the results were BioA inh 2.6, Rv3671c protease -1, MazEF act -1, SSB-PriA inh -12, VHR inh abs 10, Mtb UGM inh -3.6, Vc quorum ag -2.0, Mtb FBA inh 3, GDH-TPI inh 5 and 3CLpro inhibitor 2.
`CC(NC(=O)c1noc2c1CCCCC2)c1ccccc1` (centres undefined) gave BioA inh -0.3, Rv3671c protease -4, MazEF act 3, SSB-PriA inh -11, VHR inh abs -1, Mtb UGM inh 0.5, Vc quorum ag -0.4, Mtb FBA inh 4, GDH-TPI inh 6 and 3CLpro inhibitor -4.
NS(=O)(=O)c1ccc(CCNC(=S)NC2CCCCC2)cc1 was read as Rv3671c protease 10, MazEF act 10, SSB-PriA inh -2, VHR inh abs 2, Mtb UGM inh -2.3, Vc quorum ag -0.5, Mtb FBA inh 4, GDH-TPI inh -1 and 3CLpro inhibitor -4.
Screening CCOCCCNC(=O)/C(C#N)=C/c1ccc(C)o1 returned Rv3671c protease 3, MazEF act 5, SSB-PriA inh -2, VHR inh abs 24, Mtb UGM inh 1.4, Vc quorum ag inactive, Mtb FBA inh 2, GDH-TPI inh 21 and 3CLpro inhibitor 3.
Screening Nc1c(C(=O)NCC2CCCO2)sc(=S)n1-c1ccccc1 (centres undefined) returned BioA inh 0.4, Rv3671c protease 7, MazEF act -4, SSB-PriA inh 4&2, VHR inh abs 17, Mtb UGM inh 0.0, Vc quorum ag -0.2, Mtb FBA inh -6, GDH-TPI inh 24 and 3CLpro inhibitor 0.
`O=C(O)c1ccc(N2C(=O)CSC2=S)cc1` gave Rv3671c protease -18, MazEF act 1, SSB-PriA inh 1, Mtb UGM inh 4.6, Vc quorum ag -0.4, Mtb FBA inh 2 and GDH-TPI inh -3.
Screening O=C1N(c2ccccc2)C(c2ccccc2)N2CCCN12 (centres undefined) returned Rv3671c protease 2, MazEF act -8, SSB-PriA inh -8, VHR inh abs 27, Mtb UGM inh -1.8, Vc quorum ag -0.5, Mtb FBA inh 1, GDH-TPI inh -4 and 3CLpro inhibitor 7.
Screening COc1ccc(NC(=O)CN2CCN(CC(=O)Nc3ccc(F)cc3)CC2)cc1Cl returned Rv3671c protease 1, MazEF act 1, SSB-PriA inh 2, Mtb UGM inh 2.4, Vc quorum ag inactive, Mtb FBA inh -2, GDH-TPI inh 4 and 3CLpro inhibitor -8.
Screening Cn1c(O)c(C(=NCCN2CCCCC2)c2ccccc2Cl)c(=O)n(C)c1=O returned BioA inh -0.4, Rv3671c protease 5, MazEF act -5, SSB-PriA inh -6, VHR inh abs 18, Mtb UGM inh -1.6, Vc quorum ag -0.5, Mtb FBA inh -1, GDH-TPI inh 1 and 3CLpro inhibitor 3.
C/C(=N\NC(=O)C1COc2ccccc2O1)c1ccccn1 (centres undefined) was read as BioA inh 2.1, Rv3671c protease -18, MazEF act 7, VHR inh abs 2, Mtb UGM inh 4.2, Vc quorum ag -0.4, Mtb FBA inh 1, GDH-TPI inh 7 and 3CLpro inhibitor 4.
`CCn1nc(C)cc1-c1n[nH]c(=S)n1N` gave Rv3671c protease -7, MazEF act 0, SSB-PriA inh -10, VHR inh abs 19, Mtb UGM inh 1.6, Vc quorum ag inactive, Mtb FBA inh 6, GDH-TPI inh 12 and 3CLpro inhibitor 1.
Screening COc1ccc(NC(=O)CN2C(=O)CSc3ccc(S(=O)(=O)N4CCCC4)cc32)cc1OC returned BioA inh 2.8, Rv3671c protease -8, MazEF act 14, SSB-PriA inh 7, VHR inh abs -4, Mtb UGM inh 0.5, Vc quorum ag -0.7, Mtb FBA inh -1, GDH-TPI inh -7 and 3CLpro inhibitor 3.
For COCCN1C(=O)N[C@@H](c2ccccc2)C(C(C)=O)=C1C the results were Rv3671c protease -3, MazEF act 4, SSB-PriA inh -10, VHR inh abs 9, Mtb UGM inh -0.6 and 3CLpro inhibitor -1.
For COc1cccc(Cn2cc(/C=N/NC(=O)c3cc(O)cc(O)c3)c3ccccc32)c1 the results were BioA inh -0.6, Rv3671c protease 2, MazEF act 18, VHR inh abs 4, Mtb UGM inh 3.5, Vc quorum ag inactive, Mtb FBA inh -1, GDH-TPI inh 23 and 3CLpro inhibitor 6.
Cc1ccc(NC(=O)COc2ccc(Br)cc2C)cc1 was read as BioA inh 0.9, Rv3671c protease -11, MazEF act -15, SSB-PriA inh -2, VHR inh abs -4, Vc quorum ag -0.2, Mtb FBA inh 3, GDH-TPI inh 6 and 3CLpro inhibitor 2.
Screening CC(OC(=O)C1=COCCO1)C(=O)NC(C)c1ccc(Cl)cc1Cl (centres undefined) returned BioA inh -1.1, Rv3671c protease -7, MazEF act -3, SSB-PriA inh -29, Mtb UGM inh 0.2, Vc quorum ag 2.3, Mtb FBA inh 0 and GDH-TPI inh -6.
COc1ccccc1C(=O)NCC(=O)OCc1nnc(-c2ccccc2)o1 was read as BioA inh 0.1, MazEF act -4, Vc quorum ag inactive, Mtb FBA inh -2 and GDH-TPI inh 5.

Screening data as filed in PubChem BioAssay.
